# Source: PubChem BioAssay (Sanford-Burnham Center for Chemical Genomics)
# CHOP UPR activ: activators of apoptotic CHOP UPR arm, primary screen, cell-based, CHO-CHOP luciferase reporter, luminescence, uHTS; UPR activation; percent of tunicamycin response over DMSO baseline; activation, % at 10 µM; actives 0.34% (n = 330,000); AID 449763, 2010;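 active means at 10 µM dose, activation of 40% or more, normalized to positive control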;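 further: 100% = tunicamycin at 10 µg/mL and 0% = DMSO alone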
#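 assay system = CHO CHOP reporter cells | amount = 500 CHO-CHOP cells per well | buffer or medium = F12 with 10% FBS | incubation = 16-18 h cell attachment, then 6 h compound exposure, 37 °C | detection = luminescence read with Steady-Glo | read-out = percent activation relative to tunicamycin control | controls = tunicamycin high control, DMSO low control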
# tim10-1 inh: growth inhibitors of tim10-1 mutant yeast, primary screen, luminescence, uHTS. S. cerevisiae tim10-1 ts strain growth, BacTiter-Glo, 24 h. inhibition, % at 20 µM. actives 2.2% (n = 330,000). AID 463190, 2010;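 active means inhibition of at least 40%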;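 further: mutant grown at 25 °C; 0% = DMSO wells with yeast and 100% = wells holding no yeast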
# XBP1 UPR activ: activators of adaptive XBP1 UPR arm, primary screen, cell-based, CHO-XBP1 luciferase reporter, luminescence, uHTS | IRE1-XBP1 UPR activation; percent of tunicamycin response, DMSO as zero | activation, % at 20 µM | actives 0.33% (n = 330,000) | AID 463104, 2010;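 active means versus positive control, 20 µM dose yields 30% or more activation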;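 further: 100% = tunicamycin at 10 µg/mL and 0% = DMSO only wells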
#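 Assay system: IRE1-XBP1 luciferase reporter CHO line. Input: 1000 cells/well. Buffer or medium: F12 with 10% serum. Doses: 20 µM, 1% DMSO. Times: overnight seeding at 37 °C, 6 h compound treatment at 37 °C. Technique: Steady-Glo luciferase glow luminescence, 10 min after reagent addition.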
# Jurkat NFkB inh: inhibitors of induced NF-kB luciferase reporter, primary screen, TCR NF-kB activation inhibitor project, cell-based, luminescence, uHTS. AID 435003, 2010. actives 0.53% (n = 330,000). Jurkat, PMA/ionomycin-induced NF-kB luciferase reporter. inhibition, % at 4 µM; in the data active means inhibition above about 50%
# TIM10 inh: growth inhibitors of isogenic TIM10 control yeast, primary screen, counter-screen for tim10-1 yeast inhibitor project, luminescence, uHTS; S. cerevisiae TIM10 strain growth, BacTiter-Glo luminescence, 24 h; actives 1.4% (n = 330,000); inhibition, % at 10 µM;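 active means inhibition of 40% or more at the single tested concentration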;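 further: wild-type TIM10 isogenic control strain grown at permissive 25 °C; 0% = DMSO yeast wells and 100% = minimal medium wells without yeast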
# tim23-1 inh: growth inhibitors of tim23-1 mutant yeast, primary screen, luminescence, uHTS; S. cerevisiae tim23-1 growth, BacTiter-Glo luminescence, 24 h; inhibition, % at 20 µM; actives 1.3% (n = 330,000); AID 463212, 2010;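 active means growth inhibition of the mutant yeast at or above 50%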;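 further: temperature-sensitive mutant grown at 25 °C; plate controls were DMSO-treated mutant yeast for no effect and medium wells lacking yeast for full effect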
# Mdm2 MdmX PPI: inhibitors of human Mdm2-MdmX association, primary screen, cell-based, luminescence, split luciferase, SaOS-2, uHTS; SaOS-2 split-luciferase Mdm2/MdmX complementation; inhibition, % at 8 µM; actives 3% (n = 330,000);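 active means inhibition of at least 50% at 8 µM in the primary screen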
# Target sequence (O15151 whole entry, looked up): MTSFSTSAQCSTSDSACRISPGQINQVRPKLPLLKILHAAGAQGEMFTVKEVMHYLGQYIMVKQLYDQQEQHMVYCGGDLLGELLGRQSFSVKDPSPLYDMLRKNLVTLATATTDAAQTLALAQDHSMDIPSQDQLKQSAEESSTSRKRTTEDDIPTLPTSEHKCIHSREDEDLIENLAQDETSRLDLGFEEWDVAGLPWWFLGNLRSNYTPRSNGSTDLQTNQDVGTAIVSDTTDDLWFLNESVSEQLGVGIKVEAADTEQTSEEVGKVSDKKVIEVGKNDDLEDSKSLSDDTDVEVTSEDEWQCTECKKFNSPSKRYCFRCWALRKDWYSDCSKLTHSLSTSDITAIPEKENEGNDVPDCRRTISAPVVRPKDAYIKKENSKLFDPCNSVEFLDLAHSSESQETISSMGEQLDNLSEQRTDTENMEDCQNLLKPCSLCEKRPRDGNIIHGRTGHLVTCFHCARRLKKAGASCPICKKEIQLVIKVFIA
# Target sequence (Q00987 whole entry, looked up): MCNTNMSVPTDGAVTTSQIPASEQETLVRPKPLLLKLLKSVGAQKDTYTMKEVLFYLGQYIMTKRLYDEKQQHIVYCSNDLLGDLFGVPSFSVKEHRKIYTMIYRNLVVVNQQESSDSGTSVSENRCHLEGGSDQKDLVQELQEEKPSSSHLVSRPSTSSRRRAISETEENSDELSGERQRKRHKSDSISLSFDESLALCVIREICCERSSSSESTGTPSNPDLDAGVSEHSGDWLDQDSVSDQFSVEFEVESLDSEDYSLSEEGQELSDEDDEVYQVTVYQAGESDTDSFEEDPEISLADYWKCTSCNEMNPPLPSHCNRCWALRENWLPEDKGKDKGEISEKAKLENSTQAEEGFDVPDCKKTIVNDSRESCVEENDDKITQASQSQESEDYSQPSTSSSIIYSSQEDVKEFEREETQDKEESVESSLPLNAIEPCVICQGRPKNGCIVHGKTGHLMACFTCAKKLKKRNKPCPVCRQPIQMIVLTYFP
# 697 NFkB inh: inhibitors of PMA/ionomycin-induced NF-kB reporter, 697 cells, primary screen, B-cell NF-kB inhibitor project, cell-based, luminescence, uHTS | 697 B-cell NF-kB luciferase reporter, 16 h | inhibition, % at 4 µM | actives 0.33% (n = 330,000); in the data active means inhibition above about 35%
# * = called active by the depositor.
# Start of the data: the first 4 compounds as a preview:
SMILES,CHOP UPR activ,tim10-1 inh,XBP1 UPR activ,Jurkat NFkB inh,TIM10 inh,tim23-1 inh,Mdm2 MdmX PPI,697 NFkB inh
Cc1cccc(Cl)c1OCCCCn1ccnc1,-0.3,23,1,-14,5,12,-32,-9
CC(C)(C)CN1C(N)=NC[C@@H]1c1ccccc1,-2.2,-15,-4,10,-5,5,24,13
COc1cc(NS(=O)(=O)c2ccc(NC(=S)NC(=O)c3ccc(Br)cc3)cc2)ncn1,2.9,-7,-2,5,-15,-1,-21,-5
O=C1Nc2ccccc2O/C1=C\c1c(F)cccc1Cl,3.1,1,2,13,9,22,60*,9

# Main list, previewed entries included:
SMILES,CHOP UPR activ,tim10-1 inh,XBP1 UPR activ,Jurkat NFkB inh,TIM10 inh,tim23-1 inh,Mdm2 MdmX PPI,697 NFkB inh
Cc1cccc(Cl)c1OCCCCn1ccnc1,-0.3,23,1,-14,5,12,-32,-9
CC(C)(C)CN1C(N)=NC[C@@H]1c1ccccc1,-2.2,-15,-4,10,-5,5,24,13
COc1cc(NS(=O)(=O)c2ccc(NC(=S)NC(=O)c3ccc(Br)cc3)cc2)ncn1,2.9,-7,-2,5,-15,-1,-21,-5
O=C1Nc2ccccc2O/C1=C\c1c(F)cccc1Cl,3.1,1,2,13,9,22,60*,9
O=C(NCCCN1CCCCC1)C1CCC(=O)N1CCc1ccccc1 (stereo not drawn),-1.9,-5,-6,6,1,-6,22,21
O=C(CSc1nnc(Cc2cc(=O)[nH]c(=O)[nH]2)n1-c1ccc(Cl)cc1)NCC1CCCO1 (stereo not drawn),-0.6,5,-2,-5,5,-2,10,6
CCCCN(CCCC)CCCNC(=O)C1CC(c2ccc(C(F)(F)F)cc2)=NO1 (stereo not drawn),-2.7,-7,-1,0,-5,15,4,15
CCCOc1cccc(C(=O)NCCCNC(=O)c2cccnc2)c1,-0.1,-5,-2,21,-6,6,13,4
COc1ccc(/C=N/NC(=O)c2cccc(O)c2)cc1Cn1nc(C)c([N+](=O)[O-])c1C,2.4,11,7,26,27,-4,22,8
CCOc1cc(C(c2c(C)[nH][nH]c2=O)c2c(C)[nH][nH]c2=O)ccc1OCc1ccc([N+](=O)[O-])cc1,0.5,33,-1,-5,26,21,-4,19
O=C1CN(CC(=O)NC2CCCc3ccccc32)CCN1 (stereo not drawn),1.3,-7,0,8,8,-1,-3,0
Cc1ccc(S(=O)(=O)/C(C#N)=C/c2c(N3CCN(C)CC3)nc3c(C)cccn3c2=O)cc1,-2.1,-2,0,-2,2,8,-4,14
CCN(CC)C(=O)Cn1nc(-c2ccc(Cl)cc2)c2ccccc2c1=O,-1.8,27,-4,6,10,18,7,9
C=CCNC(=O)c1onc(CSc2cc(C)cc(C)c2)c1C(=O)O,1.8,-14,1,-4,0,8,29,10
CN(C)C(CNC(=O)CCCOc1ccccc1)c1ccco1 (stereo not drawn),-0.1,9,1,-19,-6,4,-21,-1
COc1ccccc1NC(=O)CCS(=O)(=O)c1ccc2c(c1)NC(=O)C(C)S2 (stereo not drawn),-0.9,-10,-4,-2,-6,-4,11,8
Cc1cc(=O)oc2c(C)c(OC(C)C(=O)NCCCN3CCCC3=O)ccc12 (stereo not drawn),2.4,-5,-5,-5,7,0,10,3
COC(=O)C(Cc1ccc(O)cc1)NC(=O)CCOc1ccc(OC)cc1 (stereo not drawn),0.5,-16,-3,3,-4,-12,-15,7
Cc1ccc(C(=O)NNC(=O)c2nn(-c3ccc(F)cc3)ccc2=O)cc1,-1.6,-1,-2,9,-7,4,19,8
O=C(/C(=N/N=C/c1ccc(O)c(O)c1)c1ccccc1)c1ccccc1,86*,6,41*,-13,34,47,-5,-4
COc1cccc(CN2CCN(Cc3ccon3)CC2CCO)c1 (stereo not drawn),-1.5,8,1,-7,-9,9,7,3
c1ccc(CSCc2cn3ccccc3n2)cc1,4.6,13,1,-46,14,-16,-31,-59
CCOC(=O)/C(=C/C1=CC(=C/N(C)C)/C(=O)O1)C(C)=O,1.8,1,3,9,10,10,5,9
COC(=O)CCCC(=O)N1CCCC(C(=O)c2ccc(OC)cc2C)C1 (stereo not drawn),-1.2,-1,0,-4,8,13,7,10
Cc1ccc(OCCNC(=O)/C=C/c2ccccc2)cc1,-0.3,-22,0,1,-8,-1,-33,17
Cc1ccc(OCC(=O)NCCCNC(=O)c2ccc(C)nc2)cc1,-0.5,5,3,14,-13,6,8,21
O=C(COC(=O)c1ccc(O)cc1)Nc1cc(C(F)(F)F)ccc1N1CCOCC1,-2.7,-8,-4,-17,7,5,1,5
CCCc1ncc(C(O)c2cccc3ccccc23)n1C (stereo not drawn),-0.1,10,-1,1,2,6,-5,1
CCN(CC)CCOc1ccc2c(c1)C(=NO)c1cc(OCCN(CC)CC)ccc1-2,-0.9,-14,-5,-21,-14,-10,96*,-10
COc1ccc(-c2c(C#N)c(N)nc3sc(C(=O)c4ccc(C)cc4)c(N)c23)cc1,3.8,10,-2,-1,17,-3,20,-2
COc1ccc(NC(=O)CSc2ccc(-c3cccs3)nn2)c(OC)c1,2.0,15,4,12,1,13,24,14
COC(=O)c1sccc1NC(=S)N1CCCC(C)C1 (stereo not drawn),-0.3,19,-2,-5,13,28,-15,-8
Cc1ccc(S(=O)(=O)N2CCN(C(=O)Cn3c(=O)oc4ccccc43)CC2)c(C)c1,-0.3,11,-5,6,-1,6,-6,21
CCN(c1ccc(OC)cc1)S(=O)(=O)c1cc(-c2cc(C)no2)ccc1C(C)C,0.1,-11,-3,-11,-14,9,10,-40
CCOc1cc2c(cc1OC)C(NC(=O)c1ccco1)CC2=O (stereo not drawn),-0.8,1,-3,-25,-10,8,21,-7
CCc1ccc(/C=C2\Oc3cc(OS(C)(=O)=O)ccc3C2=O)cc1,5.1,40*,2,-12,11,25,11,-9
CCOC(=O)COc1ccc(C)cc1-c1ccno1,1.4,22,0,-10,12,11,-10,-22
CC(=O)Nc1ccc(S(=O)(=O)N2c3ccccc3NC(=O)CC2C)c(Cl)c1 (stereo not drawn),0.7,-5,3,0,2,-14,3,12
O=C(O)CC(NC(=O)C12CC3CC(CC(C3)C1)C2)c1ccc(F)cc1 (stereo not drawn),-0.7,14,-3,1,-3,1,1,-10
Cc1ccc(C)c(N2CCN(C(=O)CN(C)S(=O)(=O)c3cnc[nH]3)CC2)c1,-0.2,9,-2,3,-9,8,16,0
CC(=O)c1ccc(NC(=O)CC2Nc3cccc4cccc(c34)NC2=O)cc1 (stereo not drawn),-0.8,2,0,14,9,13,9,-8
COc1cccc(CNC(=O)CCNS(=O)(=O)c2ccc3c(c2)CC(C)N3C(C)=O)c1 (stereo not drawn),-1.2,1,-3,-5,-2,-3,32,-11
O=C(CNCc1ccc(Cl)cc1)N1CCc2ccccc2C1,0.7,-6,0,6,11,4,-18,4
CN(C)S(=O)(=O)c1ccc(Cl)c(NC(=O)COC(=O)CC(NC(N)=O)c2ccc(Cl)cc2)c1 (stereo not drawn),1.8,11,-2,-8,-4,0,-43,11
O=S(=O)(Nc1ccncc1Cl)c1ccccc1,-3.3,21,3,-15,11,7,-5,-3

# 3 entries from above, ordered by their value in Jurkat NFkB inh, smallest number first.
mol	Jurkat NFkB inh
CCc1ccc(/C=C2\Oc3cc(OS(C)(=O)=O)ccc3C2=O)cc1	-12
CCN(c1ccc(OC)cc1)S(=O)(=O)c1cc(-c2cc(C)no2)ccc1C(C)C	-11
CC(=O)c1ccc(NC(=O)CC2Nc3cccc4cccc(c34)NC2=O)cc1 (stereo not drawn)	14

# Going on with the list:
SMILES,CHOP UPR activ,tim10-1 inh,XBP1 UPR activ,Jurkat NFkB inh,TIM10 inh,tim23-1 inh,Mdm2 MdmX PPI,697 NFkB inh
Cc1ccc(S(=O)(=O)N2CCOCC2)cc1NC(=O)Cn1cc(C(F)(F)F)cc(Cl)c1=O,0.7,1,-2,12,9,-5,-14,19
O=C(O)c1ccccc1C(=O)N(c1ccccc1)c1ccccc1,1.3,-5,2,-11,3,-8,-6,-25
CC[C@]12c3[nH]c4ccccc4c3CCN1C(=O)C(CC(=O)NC/C=C(\C)CCC=C(C)C)C[C@@H]2C(=O)N1CCN(C(=O)c2ccco2)CC1 (stereo partly drawn),15,7,1,11,6,23,54*,3
O=C(c1cc(COc2c(F)cccc2F)on1)N(Cc1ccccc1)CC1CC1,2.0,25,-5,2,-4,24,-15,1
COc1ccc(C(=O)COc2ccc(F)cc2)c(O)c1C,1.1,9,1,6,11,5,20,19
Cc1cccc(NC(=O)Nc2ccc(F)cc2)n1,3.3,-6,4,-21,-16,21,-21,-42
O=C(N/N=C/C=C/c1ccco1)c1ccncc1,-0.2,-16,1,9,11,-1,-3,7
CCOc1ccc(NC(=O)c2cccnc2C(=O)O)cc1,2.1,1,2,0,-7,18,-23,14
COC(=O)C1=C(C)NC(=O)CC1c1cc(Br)ccc1F (stereo not drawn),2.4,24,-1,-8,-5,15,-3,-33
Cc1ccc(S(=O)(=O)N/N=C/c2ccc(C(=O)O)cc2)cc1,-1.6,2,-3,-8,-4,-2,13,8
COc1cc(C(=O)N/N=C/c2cn(Cc3cccc(F)c3)c3ccccc23)ccc1O,1.8,4,-5,10,16,13,17,3
CN1CCC(NC(=O)c2cccc(Oc3ccccc3)c2)CC1,1.5,0,0,-7,5,5,-1,-24
Cc1cccc([C@H](NC(=O)OC(C)(C)C)C(=O)OC(C)(C)C)c1,-0.5,5,-3,-6,-2,18,-28,-8
O=c1c2ccccc2nnn1CSc1nnc(-c2ccc3c(c2)OCO3)o1,1.5,-17,-2,-30,7,12,-20,-18
CCOC(=O)N1CCN(C(=O)c2cc3sccc3n2C)CC1,-0.6,18,-3,0,7,5,-13,10
Cc1ccc(CNC(=O)CSc2ncc(C(=O)Nc3ccccc3)c(=O)n2C)cc1,5.2,-2,-4,20,-4,4,16,-18
C[N+]1(CC(=O)OCCCc2ccccc2)CCCC1,-2.4,13,-1,6,17,3,-15,11
Cc1ccc(C(=O)NCC(=O)NCc2ccccc2F)s1,-1.5,-22,1,-4,3,-1,-30,6
COc1ccc(CN2CCN(C(=O)C3CC(=O)N(C4CCCCCC4)C3)CC2)c(OC)c1OC (stereo not drawn),-1.8,1,-5,17,7,-5,29,-14
COc1ccc(C(=O)NC2CCN(C(=S)NCc3ccco3)CC2)cc1,-1.8,-8,-2,-24,-8,-10,14,-7
O=C(Nc1ccc(Cl)cc1)C(c1ccccc1)N1CCOCC1 (stereo not drawn),0.4,16,1,-9,-4,5,18,9
CC(=O)CSc1ccc(S(=O)(=O)N2CCN(C)CC2)cn1,0.4,2,-2,-2,1,12,-20,12
O=C(Nc1cccc2ccccc12)OC1C=CS(=O)(=O)C1 (stereo not drawn),0.4,7,-4,90*,0,10,25,-45
O=C1c2ccccc2C(=O)N1Cc1cc(-c2ccccc2)no1,2.6,13,-2,-5,2,22,3,-14
CC(C)N(Cc1cnn(C)c1)Cc1nc(Cc2ccccc2Cl)no1,2.1,11,-5,3,8,7,10,-9

# Some values from above:
# `CC(=O)CSc1ccc(S(=O)(=O)N2CCN(C)CC2)cn1` in tim10-1 inh = 2
# `COc1ccc(CN2CCN(C(=O)C3CC(=O)N(C4CCCCCC4)C3)CC2)c(OC)c1OC` (stereo not drawn) in tim10-1 inh = 1
# `C[N+]1(CC(=O)OCCCc2ccccc2)CCCC1` in Jurkat NFkB inh = 6
# `Cc1ccc(CNC(=O)CSc2ncc(C(=O)Nc3ccccc3)c(=O)n2C)cc1` in XBP1 UPR activ = -4
# `CC(C)N(Cc1cnn(C)c1)Cc1nc(Cc2ccccc2Cl)no1` in 697 NFkB inh = -9
